Compound activity from PubChem BioAssay.
Furin inh = human furin inhibition. 0.061% of 220,000 active. P09958. inhibition, % at 30 µM. purified furin, fluorogenic substrate cleavage. AID 463115; in the data active means inhibition above about 25%; further: inactives centre near -15
PPC-1+TRAIL kill = kills PPC-1 cancer cells in the presence of TRAIL. PPC-1 cells + TRAIL, ATPLite viability luminescence. cell killing (% activity), % at 4 µM. 0.41% of 220,000 active;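 active means cell killing above 50% in the first pass at 4 µM, then a duplicate retest at 5 µM averaging 50% or more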;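 further: plate controls were cells with TRAIL plus DMSO for no effect and medium-only wells lacking cells for full effect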
TRPML3 ag = activates the human TRPML3 channel | Q8TDD5 | HEK293 TRPML3-YFP, Fluo-8 calcium fluorescence; 100% = the carbachol control signal | activation, % at 3 µM | 0.29% of 220,000 active | AID 1448;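 active means activation above its plate's cutoff, the mean activation of the plate's test wells plus 3 SD, cut at about 12% in these data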;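 further: 0% = DMSO only wells and 100% = carbachol wells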
Target sequence (Q8TDD5 whole entry, looked up): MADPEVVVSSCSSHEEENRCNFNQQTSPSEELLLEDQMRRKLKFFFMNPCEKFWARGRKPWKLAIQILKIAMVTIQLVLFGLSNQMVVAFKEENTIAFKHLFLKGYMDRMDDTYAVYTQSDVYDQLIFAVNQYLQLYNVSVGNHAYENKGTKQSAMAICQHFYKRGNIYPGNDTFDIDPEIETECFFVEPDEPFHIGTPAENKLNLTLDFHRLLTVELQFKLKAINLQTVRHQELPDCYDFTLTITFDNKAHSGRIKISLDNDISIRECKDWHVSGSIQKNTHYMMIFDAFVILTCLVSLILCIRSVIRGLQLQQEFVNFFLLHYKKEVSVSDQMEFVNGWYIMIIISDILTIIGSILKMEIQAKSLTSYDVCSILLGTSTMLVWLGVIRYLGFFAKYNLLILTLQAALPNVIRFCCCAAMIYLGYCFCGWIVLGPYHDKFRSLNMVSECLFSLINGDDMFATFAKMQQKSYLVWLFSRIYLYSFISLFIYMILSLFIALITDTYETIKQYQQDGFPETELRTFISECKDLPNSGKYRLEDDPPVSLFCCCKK
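Material: HEK293 cells stably carrying human TRPML3-YFP; compound dosing: single dose, 3 µM final nominal compound, 0.3% DMSO final; incubation: 1-h 37 °C dye load, 5-s basal, 120-s post-compound reads; technique: Fluo-8 intracellular calcium fluorescence, excitation 470-495 nm, emission 515-575 nm; read-out basis: percent activation from peak-to-basal fluorescence ratio, scaled between DMSO and carbachol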
Calpain2 inh = calpain II (pig) inhibition; 0.37% of 220,000 active; inhibition, % at 16 µM; purified calpain II, fluorogenic peptide substrate, 30 min;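 active means inhibition above about 50%, limit read from the data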
thrombin 1536 = thrombin (human) inhibition; alpha-thrombin, Boc-VPR-AMC fluorogenic substrate cleavage; P00734; inhibition, % at 5 µM; 0.26% of 220,000 active;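 active means inhibition at or above 40%; inactive means inhibition below 40%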;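 further: 0% = enzyme with no compound and 100% = wells without enzyme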
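Test system: human alpha-thrombin; medium: pH 7.5 Tris-saline with Tween 20; times: reaction at room temperature; signal: AMC fluorescence at 355 nm excitation and 460 nm emission; also added: Boc-VPR-AMC substrate, 15 µM final; dosing: one concentration per compound, 5 µM, with 0.2% DMSO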
TbHK1 inh = T. brucei hexokinase 1 inhibition. 0.11% of 220,000 active. inhibition, % at 10 µM. recombinant TbHK1, G6PDH-coupled NADH A340;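 active means inhibition of 50% or more in the single-dose primary screen; inactive means inhibition below 50%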
Cl transport mod = modulators of human KCC2 chloride dependent transport; Q9H2X9; KCC2 cells, thallium flux FluoZin-2 fluorescence; B-score of Tl+ flux slope (higher = more flux/activation; lower = inhibition) at 10 µM; 2.2% of 190,000 active; AID 1456;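 active means thallium flux slope and its plate-corrected score both differing from the plate sample mean at a set confidence after two filtering rounds, in either direction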;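 further: slope of fluorescence scaled to starting intensity during 10 to 20 s after thallium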
zfTRPN1 agonist = activates the zebrafish TRPN1 channel | 0.18% of 220,000 active | AID 1424 | HEK293 zebrafish TRPN1-YFP, Fluo-8 calcium fluorescence; 100% = response to 87 µM carbachol | activation, % at 3 µM;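 active means activation above its plate's cutoff, the mean activation of test wells on that plate plus 3 SD, cut at about 19% in these data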;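 further: 0% = DMSO alone and 100% = 87 µM carbachol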
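Assay system: Zebrafish TRPN1-YFP in HEK293 cells | Incubation: Dye loading 1 h at 37 °C, then 30 min room temperature | Measured by: Kinetic Fluo-8 fluorescence, ex 470-495, em 515-575 nm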
EBV gp42 inh = blocks Epstein-Barr virus glycoprotein 42 binding; AID 1085; Q1HVG2; 0.42% of 220,000 active; inhibition, % (tested at 21.74 µM); Fluorescence polarization binding assay, mP read-out; in the data active means inhibition above about 50%
Target sequence (Q1HVG2 whole entry, looked up): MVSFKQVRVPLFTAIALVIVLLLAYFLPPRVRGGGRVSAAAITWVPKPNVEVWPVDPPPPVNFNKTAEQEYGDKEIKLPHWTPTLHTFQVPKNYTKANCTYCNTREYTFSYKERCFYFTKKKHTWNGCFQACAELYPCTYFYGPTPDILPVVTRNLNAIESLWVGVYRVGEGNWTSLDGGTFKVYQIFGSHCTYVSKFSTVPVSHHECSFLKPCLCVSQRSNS
Active calls of the source: *; i = inactive; . = no result given; [ ] = another dose, or the depositor's remark. Random draw from the library. Share with any hit: about 3.6%.

SMILES	Furin inh	PPC-1+TRAIL kill	TRPML3 ag	Calpain2 inh	thrombin 1536	TbHK1 inh	Cl transport mod	zfTRPN1 agonist	EBV gp42 inh
COc1ccc(C(=O)C2CCCN(Cc3nc4ccccc4nc3C)C2)cc1OC (stereo not drawn)	-12.6	0.7	0.6	-12.7	-1.5	-9.1	-1.16	1.1	-1.5
COc1ccc(-n2c(SCC(=O)N/N=C(\C)c3cccnc3)nc3ccccc3c2=O)cc1	0.0	2.5	1.3	-17.0	-5.0	-8.1	-0.922	0.2	-6.1
O=C(Nc1cccc(Cl)c1Cl)C1CCN(c2ncccn2)CC1	-15.4[20 µM]	-6.4	0.3	-25.9	2.9	-1.3	-0.401	-2.3	-8.2
O=C(c1cc(=O)c2ccccc2o1)N1CCN(c2ccccc2)CC1	-7.6	8.3	0.5	0.3	-29.2	-2.8	-0.631	-1.2	-5.7
CCOC(=O)C1CCN(C(=O)c2cc3c(=O)n4ccccc4nc3n2C)CC1	-72.4	15.5	0.5	i	-20.1	-15.3	-0.36	-1.2	-8.4
O=S(=O)(NCCc1csc(-c2cccnc2)n1)c1ccc2c(c1)OCCO2	-3.4	25.2	0.4	-8.6	0.7	2.7	.	0.8	-19.9
O=[N+]([O-])C(/C=C(\Cl)[N+](=O)[O-])=C1N(Cc2ccc(Cl)nc2)CCN1Cc1ccc(Cl)nc1	-8.2[20 µM]	27.6	2.6	9.9	6.6	0.0	.	0.8	-181.5
O=C(CO/N=C\c1ccccc1)Nc1ccccc1C(=O)N1CCOCC1	-24.3	-4.3	1.0	-13.3	-1.8	-0.3	0.527	-1.9	-12.5
OCC1(Cc2ccccc2Cl)CCN(C/C=C/c2ccccc2)CC1	-29.7	-0.3	0.6	-27.1	-9.0	11.0	0.747	-0.2	-6.9
CCOC(=O)N1CCN(C(=S)NC(=O)c2cncc(Br)c2)CC1	-16.9	22.2	0.3	16.4	-5.6	-3.3	-0.281	0.6	-3.6
CC(C)c1nnc(NC(=O)c2cccnc2)s1	-21.4[20 µM]	13.6	1.1	11.7	-5.4	-5.7	7.83*	0.4	-16.1
CC1(C)C(=O)OC(C(=O)c2ccccc2)C(C)(C)C1=O (stereo not drawn)	-14.5[20 µM]	10.6	0.5	-8.2	-3.1	2.5	0.0241	-1.1	-19.8
c1ccc(CNc2nc(CN3CCOCC3)nc3scc(-c4ccccc4)c23)cc1	-19.8	23.0	-0.7	4.1	-2.4	-11.9	-1.11	-0.3	-1.2
N#Cc1nc(-c2ccc(OCc3ccc(Cl)cc3)cc2)oc1N1CCC(C(N)=O)CC1	12.2	0.6	3.9	.	2.1	-4.3	1.17	0.6	.
Cc1ccc2c(CC(=O)N3CCN(c4ccccc4)CC3)coc2c1	-14.2	11.1	1.0	7.2	-1.8	-1.5	-1.24	-0.7	3.6
CCCc1nnc(NC(=O)CNc2ccc(F)cc2)s1	-17.3	4.4	-0.4	-40.1	1.9	2.6	.	-0.2	-19.1
COC(=O)CS(=O)(=O)c1cc([N+](=O)[O-])ccc1NC(=O)OC	-29.7	3.5	0.3	-10.0	4.3	-11.3	0.0318	0.5	-10.7
O=C(CCCO)CCCCCCCCC[C@H]1N[C@H](CO)[C@@H](O)[C@@H]1O	-15.4	9.3	0.4	-0.7	5.4	-3.2	0.976	5.2	-10.6
Cc1nnc(SCc2ccc(F)cc2Cl)s1	-12.8[20 µM]	17.0	-0.4	-18.1	-2.9	3.3	-1.35	-0.4	-3.3
C(=N\Nc1nc(Nc2ccccc2)nc(N2CCOCC2)n1)/c1c[nH]c2ccccc12	-3.8[20 µM]	28.9	-0.4	-113.0	-2.5	-21.1	-0.596	0.2	-1.1
O=C(N/N=C/c1ccc2c(c1)OCO2)c1ccc(COc2cccc3cccnc23)cc1	-19.1	9.0	0.7	-30.2	3.5	-4.0	-1.36	-0.1	1.7
COc1ccc(N2CCN(c3nc4ccc(C)cn4c(=O)c3C=O)CC2)cc1	-10.8	11.2	1.1	14.3	4.2	-12.6	-1.6	1.9	4.6
CC(=O)Oc1ccc(N2C(=O)CC(N3CCOCC3)C2=O)cc1 (stereo not drawn)	-8.3	1.7	0.7	-39.8	-9.9	2.1	-0.566	1.0	5.2
CCOc1ccc(-c2n[nH]c(C)c2-c2ccccn2)c(O)c1	-14.7	7.1	0.2	4.3	-4.4	-1.1	0.105	0.1	-7.5
COc1nc(N2CCCCCC2)nc(N2CCCCCC2)n1	-29.1	17.8	0.9	13.7	-23.5	5.0	-0.27	0.1	-5.1
O=C(CCN1C(=O)C2C3C=CC(C3)C2C1=O)N1CCCCC1 (stereo not drawn)	-30.6	2.6	1.1	-12.8	-4.4	1.3	-0.0348	1.1	-12.7
COc1cc(C(O)P(=O)(OC(C)C)OC(C)C)cc(OC)c1OC (stereo not drawn)	-19.6	7.0	1.0	2.8	0.9	2.6	0.849	1.4	-18.3
CC(C)CCN=CC1=C(O)CC(c2ccccc2)CC1=O (stereo not drawn)	-26.0	25.4	0.4	9.8	-3.8	-4.8	-0.955	1.1	-16.6
CNC(=O)C1CC(=O)N/C(=N/N=C(\C)c2cccs2)S1 (stereo not drawn)	5.6[20 µM]	17.0	-0.3	-9.3	-3.6	-43.1	0.479	-0.7	-13.1
CCN(CC)C(=O)C1CCCN(c2ccc([N+](=O)[O-])cc2/C=N/NC(=O)c2cccc(O)c2)C1 (stereo not drawn)	6.9[20 µM]	20.9	0.5	-42.3	10.1	-17.9	-1.41	0.8	8.5

Grouped by structure: those above containing an NH in an aromatic ring (two)
SMILES	Furin inh	PPC-1+TRAIL kill	TRPML3 ag	Calpain2 inh	thrombin 1536	TbHK1 inh	Cl transport mod	zfTRPN1 agonist	EBV gp42 inh
C(=N\Nc1nc(Nc2ccccc2)nc(N2CCOCC2)n1)/c1c[nH]c2ccccc12	-3.8[20 µM]	28.9	-0.4	-113.0	-2.5	-21.1	-0.596	0.2	-1.1
CCOc1ccc(-c2n[nH]c(C)c2-c2ccccn2)c(O)c1	-14.7	7.1	0.2	4.3	-4.4	-1.1	0.105	0.1	-7.5

Other results
SMILES	Furin inh	PPC-1+TRAIL kill	TRPML3 ag	Calpain2 inh	thrombin 1536	TbHK1 inh	Cl transport mod	zfTRPN1 agonist	EBV gp42 inh
COc1ccc(-c2noc(-c3ccccc3F)n2)cc1	-28.9	-7.4	0.1	9.6	-11.8	2.4	-3.82	1.3	24.7
COCCCNC(=S)NCCNc1nc2cc(C)cc(C)c2cc1C#N	-5.5	-0.9	-0.7	-120.9	-2.8	-4.2	.	-4.1	-8.2
CC(=O)c1ccc(Oc2cc(C(F)(F)F)cnc2C(N)=O)cc1	-39.4	-3.6	0.6	3.0	-8.0	4.8	0.428	0.7	-16.9
COc1cc(/C=N/N=C2/NC(=O)C(CC(=O)O)S2)ccc1OCc1ccc(Cl)cc1 (stereo not drawn)	-13.5	1.7	0.7	-37.9	-6.7	-21.0	0.0521	-0.8	5.7
Cc1ccc(C(=O)N2CCN(c3ccc(C(F)(F)F)cn3)CC2)c(C)c1	-3.6[20 µM]	24.6	1.9	7.7	-5.0	5.8	.	4.4	-0.1
O=C(COc1ccc(S(=O)(=O)N2CCCC2)cc1Cl)NC1CCCC1	-9.9[20 µM]	9.8	0.1	12.3	1.5	-9.8	0.249	1.2	-21.3
COc1ccc(CCNC(=O)CCCCn2c(=O)[nH]c3ccccc3c2=O)cc1OC	-20.6	10.1	0.9	-11.3	-5.3	-0.4	0.0203	1.9	1.3
Cc1ccc(Oc2ccc(NC(=O)CSc3n[nH]c(N)n3)cc2)cc1	-6.3	-3.3	0.0	24.1	-9.2	9.1	-1.45	1.2	-10.5
CCC(C)(C)n1nnnc1CN(Cc1cccs1)Cc1cc2cc(OC)ccc2[nH]c1=O	.	-0.1	.	-73.1	4.8	.	.	.	-13.4
CC(NC(=O)c1ccc(=O)oc1)c1ccccc1 (stereo not drawn)	7.0	20.1	1.5	27.7	11.0	-87.0	.	-0.6	-3.9
Cc1ccc(C)c(N2CCN(C(=O)Cc3cn(C)c4ccccc34)CC2)c1	-6.4[20 µM]	-11.5	-1.1	3.0	-16.1	-4.3	-0.278	-0.9	23.7
COc1cc(/C=C(\C#N)c2nc3c(s2)CC(C)CC3)ccc1O (stereo not drawn)	-11.1[20 µM]	30.4	12.4*	-22.6	3.3	30.9	2.43	9.2	-29.5
COc1cccc(-c2nn(-c3ccccc3)cc2/C=C\C(=O)c2cccs2)c1	-3.9[20 µM]	19.4	0.9	-2.8	-4.7	-16.6	.	1.4	-6.0
COc1cc2ncnc(NCc3cccs3)c2cc1OC	-11.0	-4.7	0.0	11.9	2.2	-2.1	-0.445	0.6	3.2
CCCCNC(=O)C1CCCN1S(=O)(=O)c1cccc2nsnc12 (stereo not drawn)	2.0	15.6	0.0	16.8	-8.5	-10.1	-0.903	1.0	-5.2
O=C(O)C1CCN(C(=O)Cc2ccccc2)CC1	-18.2	-0.5	-0.6	0.7	-6.6	5.1	-0.00124	1.7	-15.0
CCN(CC)C(=O)CSc1nnc(-c2cccs2)n1Cc1ccco1	-2.7	0.2	-0.1	22.1	4.4	4.8	0.287	-0.1	5.1
O=C(CCn1nc(-c2ccccc2)ccc1=O)N1CCCC1	-11.3[20 µM]	12.3	0.4	22.7	-4.8	-1.7	-0.379	0.7	-10.8
COc1cccc(N2CCN(Cc3nnnn3C3CCCCC3)CC2)c1	-28.8	-1.3	1.2	-7.3	6.3	0.9	-1.83	0.1	1.4
O=c1oc2cc(O)ccc2c2c1CCCC2	-26.3[20 µM]	-1.9	-0.5	i	-9.6	-23.1	.	-1.1	-5.5
CCC(C)(C(=O)NC1CCCCC1)N(CC1CCCO1)C(=O)CNC(=O)c1ccccc1 (stereo not drawn)	-18.5[20 µM]	6.8	0.2	-46.0	-4.6	-2.5	0.612	0.4	-17.6
Cc1cc(N2CCOCC2)nc2cc(O)ccc12	-9.0	-2.1	0.5	-419.1	-6.2	-16.0	1.64	-0.3	-9.5
Cc1ccc(SC/C(O)=C(\C#N)c2nc3ccccc3s2)cc1	-7.2[20 µM]	32.3	1.0	-86.3	-0.8	-55.0	-2.3	0.7	-0.3
Cc1c(C)n(CCC#N)c2ccc(Cl)cc12	-15.3	-6.5	0.3	-8.3	-5.6	-3.2	-0.77	-0.8	-10.7
Cc1nc2ccc(NC(=O)c3ccco3)cc2s1	-2.6	-0.3	-0.2	11.0	34.6	0.9	0.15	0.7	-7.7
CC1CCCC(C)N1C(=O)COC(=O)c1cc(Br)ccc1Cl (stereo not drawn)	-9.3	24.3	0.3	9.1	5.5	-6.6	-0.00094	-1.9	-8.6
Cc1c(C(=O)N2CCOCC2)[nH]c2c1C(=O)CC(c1ccc(Cl)cc1)C2 (stereo not drawn)	-26.6	9.1	0.6	23.4	4.9	1.6	.	3.5	-12.7
NCCCCCc1nnc(SCC(=O)Nc2cccc(Cl)c2)o1	-25.0	7.3	0.5	-12.7	3.2	-0.1	2.02	0.5	-19.2

Copied from the list:
For TRPML3 ag, `Cc1ccc(Oc2ccc(NC(=O)CSc3n[nH]c(N)n3)cc2)cc1` reads 0.0
For Furin inh, `Cc1ccc(SC/C(O)=C(\C#N)c2nc3ccccc3s2)cc1` reads -7.2[20 µM]
